# bIAP activator = bovine intestinal alkaline phosphatase activators, primary screen, biochemical, bovine IAP, CDP-star luminescence. alkaline phosphatase, intestinal [Bos taurus]. purified bovine IAP, 30 min; stronger effect = higher value; fold of DMSO-control signal, blank-subtracted. activation factor at 20 µM. 0.17% of 200,000 active. AID 1016, 2008;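 active = activation factor of 2 or more at 20 µM, a signal rise over negative controls twice the positive control's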
# PPARg SRC1 recr = PPARgamma agonists recruiting SRC-1 coactivator, primary screen, biochemical. Peroxisome proliferator-activated receptor gamma (Homo sapiens), P37231. PPARgamma-SRC-1 coactivator recruitment biochemical assay. activation, % at 8 µM. 0.41% of 200,000 active. AID 631, 2007; in the data active = activation above about 19%;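 also: 0% = DMSO and 100% = reference agonist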
# PPARg SRC-3 ag = PPARgamma agonists recruiting SRC-3 coactivator, primary screen, biochemical | AID 731, 2007 | 0.26% of 200,000 active | biochemical PPARgamma/SRC-3 coactivator recruitment assay | activation, % at 8 µM; in the data active = activation above about 23%;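 also: 0% = DMSO and 100% = reference agonist; some compounds past the cut are filed as inactive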
# PPARg SRC2 recr = agonists of PPARg-SRC-2 recruitment, primary screen, biochemical, HTS; PPARgamma LBD-SRC-2 recruitment; AID 1032, 2008; Peroxisome proliferator-activated receptor gamma (Homo sapiens), P37231; activation, % at 8 µM; 0.34% of 200,000 active; in the data active = activation above about 22%;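 also: 0% = vehicle and 100% = reference agonist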
# STAT1 inh = STAT1 signaling inhibitors, primary screen, cell-based, HTS, luciferase reporter. NIH 3T3 STAT1-luciferase reporter, IFN-gamma, luminescence. inhibition, % at 5.5 µM. 0.35% of 200,000 active. AID 920, 2007;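 active = inhibition above a set limit, the mean inhibition across all tested compounds plus 3 SD, cut at about 34% in these data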;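 also: 0% = IFN-gamma with DMSO and 100% = IFN-gamma with 300 µM nifuroxazide; values of inactives mirror those of a sister screen read the other way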
# STAT3 blocker = IL-6 driven STAT3 reporter inhibitors, primary screen, U3A cells, luciferase, luminescence, MLSCN library | IL-6 STAT3-luciferase reporter; host cell line lacks STAT1 | inhibition, % at 5.5 µM | 0.89% of 190,000 active;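 active = inhibition above the mean inhibition across all screened compounds plus 3 SD, cut at about 44% in these data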;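 also: 0% = DMSO only wells and 100% = 100 µM nifuroxazide control wells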
# TNAP act hi DEA = TNAP activators at high phosphate acceptor level, primary screen, biochemical, luminescence, uHTS | Alkaline phosphatase, tissue-nonspecific isozyme (Homo sapiens), P05186 | purified TNAP, CDP-star luminescence, 1 M DEA, 30 min; stronger effect = higher value; 0 = EDTA background, 1 = DMSO-only activity | activation factor at 20 µM | 200,000 tested, under 10 active;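 active = activation factor at least 2 at 20 µM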
# Target sequence (P05186 whole entry, looked up): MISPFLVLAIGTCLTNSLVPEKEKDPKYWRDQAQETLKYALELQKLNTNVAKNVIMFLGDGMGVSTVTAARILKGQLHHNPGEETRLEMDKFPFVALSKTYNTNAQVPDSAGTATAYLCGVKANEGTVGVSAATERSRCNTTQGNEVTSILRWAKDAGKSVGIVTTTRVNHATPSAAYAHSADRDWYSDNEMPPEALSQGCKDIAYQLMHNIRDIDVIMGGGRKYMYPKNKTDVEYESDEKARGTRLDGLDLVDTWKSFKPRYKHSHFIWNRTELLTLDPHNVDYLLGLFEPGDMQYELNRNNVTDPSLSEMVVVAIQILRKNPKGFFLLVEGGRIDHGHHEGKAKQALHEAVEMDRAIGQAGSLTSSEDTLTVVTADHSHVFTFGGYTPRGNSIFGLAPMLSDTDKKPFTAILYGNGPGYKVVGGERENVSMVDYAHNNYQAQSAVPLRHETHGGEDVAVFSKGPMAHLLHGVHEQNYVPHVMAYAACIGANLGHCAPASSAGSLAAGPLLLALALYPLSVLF
#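 Measured by: Luminescent substrate turnover signal | Test system: Human TNAP | Input: TNAP 1/800 final | Dosing: 20 µM single point | Schedule: 30 min, room temperature | Controls: EDTA wells as negative control, DMSO wells as positive control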
# bIAP inh = bovine intestinal alkaline phosphatase inhibitors, primary screen, selectivity assay for TNAP inhibitor project, biochemical, bovine IAP, CDP-star luminescence | alkaline phosphatase, intestinal [Bos taurus] | purified bovine IAP, 30 min | inhibition, % at 20 µM | 190,000 tested, under 10 active | AID 1019, 2008;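 active = over 50% inhibition of intestinal alkaline phosphatase at 20 µM in the single-dose screen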
#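 System: purified bovine intestinal alkaline phosphatase (IAP) enzyme; Input: IAP diluted 1/65,000,000 in the well; Measured by: CDP-star luminescence signal; Compound dosing: 20 µM single dose; Incubation: 30 min reaction at room temperature.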
# STAT3 activator = IL-6 driven STAT3 reporter potentiators, primary screen, U3A cells, luciferase, luminescence, MLSCN library | IL-6 STAT3-luciferase reporter; 100% = signal with IL-6 EC80 alone | activation (% of control), % at 5.6 µM | 0.91% of 190,000 active | AID 871, 2007;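 active = activation above the screen-wide mean of compound activation plus 3 SD, cut at about 130% in these data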;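 also: 0% = background luminescence of wells with medium and substrate only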
#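 system = STAT3-luciferase reporter U3A cells | reagent = IL-6 stimulus at 33 ng/mL final | timing = 1 h compound pre-exposure, 6 h IL-6 stimulation, 37 °C | measured by = luminescence | evaluation = % activation versus median of IL-6-stimulated wells | control set = IL-6-only wells as 100% reference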
# TR-FRET SRC-2 ct = TR-FRET signal artefacts, primary screen, artefact control for PPARgamma SRC-2 agonist project, biochemical; AID 1049, 2008; TR-FRET artefact counter-screen; stronger effect = higher value; TR-FRET ratio at 8 µM; 0.4% of 200,000 active; in the data active = TR-FRET ratio above about 2000; also: inactives centre near 1500
# ROMK mod = ROMK potassium channel modulators, primary screen, cell-based, thallium flux, MLSMR library | 2% of 130,000 active | ATP-sensitive inward rectifier potassium channel 1 (Homo sapiens), P48048 | B-score at 10 µM | Tet-inducible ROMK, thallium flux fluorescence; actives lie on both sides;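 active = signal ratio slope over the read window, or its plate-corrected B-score, at least 3 SD from the plate mean, either direction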;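 also: B-score of the F/F0 ratio slope over 7 to 12 s after thallium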
# Target sequence (P48048 whole entry, looked up): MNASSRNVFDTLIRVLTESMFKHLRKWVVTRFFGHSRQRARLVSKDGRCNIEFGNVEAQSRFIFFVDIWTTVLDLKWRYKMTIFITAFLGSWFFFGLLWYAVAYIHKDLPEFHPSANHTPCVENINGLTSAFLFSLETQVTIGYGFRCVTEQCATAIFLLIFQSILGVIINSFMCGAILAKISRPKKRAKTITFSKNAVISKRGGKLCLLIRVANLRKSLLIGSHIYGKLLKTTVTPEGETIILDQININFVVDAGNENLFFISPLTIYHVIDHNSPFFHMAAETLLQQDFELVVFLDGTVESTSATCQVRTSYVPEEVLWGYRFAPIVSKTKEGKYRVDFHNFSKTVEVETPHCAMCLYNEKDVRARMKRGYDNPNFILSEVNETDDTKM
# Numbers without * were called inactive; . = not tested or not shown. This is a random part of the collection; 3.7% or so of the library scored in one or more.
molecule	STAT3 activator	ROMK mod	STAT1 inh	TR-FRET SRC-2 ct	TNAP act hi DEA	STAT3 blocker	PPARg SRC-3 ag	PPARg SRC1 recr	bIAP inh	bIAP activator	PPARg SRC2 recr
O=[N+]([O-])c1ccc(/C=N/Nc2nc(N3CCCCC3)nc(N3CCCCC3)n2)cc1	109	-0.31	-5	1662	1	-4	-1	3	-9	1.1	-1
CC(=O)c1ccc2c(c1)C1C=CCC1C(C(=O)O)N2 (stereo unspecified)	95	0.7	2	1572	0.9	10	6	13	-7	1.1	11
O=C(Nc1ccccc1)NC1CCN(CCCN2C(=O)c3ccccc3C2=O)CC1	99	0.55	4	1573	1.1	5	-20	-1	10	0.9	-5
CC(C)C(NC(=O)c1ccc(S(=O)(=O)N2CCOCC2)cc1)c1nc2ccccc2[nH]1 (stereo unspecified)	100	.	4	1575	1.1	4	-6	1	1	1	5
O=P(Cc1ccccc1)(c1ccccc1)c1ccccc1	100	.	-3	1606	1	5	2	3	13	0.9	0
CC1(C)CC(=O)c2cc(N=C/C(C(=O)c3ccccc3)=C(\O)c3ccccc3)c(=O)oc2C1	99	-0.9	-38	1768	1	7	-4	2	6	0.9	1
CCSc1ccccc1C(=O)Nc1nc2ccccc2c(=O)[nH]1	85	0.51	6	1669	1	23	5	5	-2	1	9
CC[N+]1(C)CC2CCC(C)(C1)C2(C)C (stereo unspecified)	102	-1.1	-9	1477	1	8	-3	-8	7	0.9	-5
CSc1ccccc1C(=O)C1CCCN(S(=O)(=O)N(C)C)C1 (stereo unspecified)	100	.	-2	1625	1.1	7	7	-4	-1	1	3
CCN(CC)C(=O)c1ccc(NS(=O)(=O)c2ccccc2)cc1	102	.	-1	1567	1	2	11	0	8	0.9	6
COCCNC(=O)CN1CCOc2ccccc21	96	.	6	1601	1.1	14	-2	7	3	1	0
O=C(O)c1ccc(NC(=S)Nc2ccccc2)cc1	112	0.035	-11	1502	1	-14	-2	-6	-19	1.2	-3
Cc1nc(NCCO)c(C#N)c2c1COC(C)(C)C2	98	.	8	1550	1	5	7	1	13	0.9	7
C=CCNC(=O)/C(C#N)=C/c1ccc(SC)cc1	93	-4.5*	8	1647	1	11	-5	8	-6	1.1	-1
O=C(N/N=C/c1ccc(Br)o1)c1cc([N+](=O)[O-])cc([N+](=O)[O-])c1	104	0.14	3	1646	1	0	0	-1	6	0.9	-2
CCCN1Cc2cccc(C(=O)NCc3ccc4c(c3)OCO4)c2C1=O	99	.	10	1481	1	8	-2	3	9	0.9	5

# The list goes on, overlapping the part above by 2 compounds.
molecule	STAT3 activator	ROMK mod	STAT1 inh	TR-FRET SRC-2 ct	TNAP act hi DEA	STAT3 blocker	PPARg SRC-3 ag	PPARg SRC1 recr	bIAP inh	bIAP activator	PPARg SRC2 recr
O=C(N/N=C/c1ccc(Br)o1)c1cc([N+](=O)[O-])cc([N+](=O)[O-])c1	104	0.14	3	1646	1	0	0	-1	6	0.9	-2
CCCN1Cc2cccc(C(=O)NCc3ccc4c(c3)OCO4)c2C1=O	99	.	10	1481	1	8	-2	3	9	0.9	5
O=C(O)c1ccccc1-c1nc2ccccc2c(=O)n1O	92	0.96	-8	1743	1.1	13	8	-2	-12	1.1	4
CCC(CC)C(=O)Nc1cccc(C(=O)Nc2ccc(S(=O)(=O)Nc3ccc(C)cc3)cc2)c1	92	.	14	1405	1	20	-5	-6	4	1	-4
CC(=O)Nc1ccccc1NC(=O)CC(C)(C)C	101	0.69	1	1670	1	3	1	5	26	0.7	10
Cc1ccc(C)c(CS(=O)(=O)c2cn(CC(=O)N3CCC(C)CC3)c3ccccc23)c1	113	-1.4	2	1615	1	-17	0	6	21	0.8	10
CCOC(=O)c1ccc(Nc2nnc3nc(C)cc(C)n23)cc1	100	.	7	1436	1	4	-7	-13	12	0.9	3
Cc1cccc(NC(=S)NNC(=O)c2cc3c(s2)CCC(C)C3)c1C (stereo unspecified)	98	-0.48	-4	1436	1.1	3	-1	-5	19	0.8	2
N/C(Cn1cncn1)=N\OC(=O)c1ccc(Cl)cc1	108	0.042	-1	1440	1	-8	4	4	-1	1	-5
O=C(COc1ccc(Br)cc1Cl)NC1CCCCC1	108	-0.02	-43	1316	1	-4	6	9	12	0.9	1
CN(C)C(=S)Nc1nc2ccccc2s1	71	-1.4	-73	1720	1	37	3	7	2	1	6
O=C(CSc1nc2ccc(Cl)cc2[nH]1)c1c[nH]c2ccccc12	113	0.07	7	1476	1	-6	7	9	11	0.9	-1
O=C(NCc1ccc2c(c1)OCO2)C1CCCN(S(=O)(=O)c2cccc3nonc23)C1 (stereo unspecified)	95	-0.22	9	1436	1	6	0	-2	-1	1	-5
O=C(NCc1ccco1)c1cc([N+](=O)[O-])ccc1Cl	104	0.03	-3	1502	1	-1	-1	-2	-4	1	6
CCOC(=O)c1[nH]c2ccc(F)cc2c1N=C(C)N(CC)CC	100	0.56	-6	1565	1.1	6	2	9	4	1	2
CCOc1ccccc1N1CCN(CC(=O)Nc2nnc(CC)s2)CC1	100	.	11	1425	1	2	0	7	.	0.4	11
CC(=O)Nc1ccc(S(=O)(=O)N2CCN(CC3CC4C=CC3C4)CC2)cc1 (stereo unspecified)	91	1.4	11	1606	1	12	2	8	-4	1	-2
COC(=O)C1=C(C)NC(=O)CC1c1cc(Br)ccc1F (stereo unspecified)	98	.	5	1549	1	7	6	3	8	0.9	3
CC(C)Sc1oc(-c2ccco2)nc1S(=O)(=O)c1ccccc1	111	.	5	2119*	1	-10	28*	19*	1	1	46*
COc1ccc(S(=O)(=O)N(Cc2nc3ccccc3c(=O)[nH]2)C2CCCC2)cc1	98	0.32	2	1411	1	6	2	-1	-1	1	6
COc1ccc(CN(C)Cc2nc(Cc3cccc(F)c3)no2)c2cccnc12	52	-1.6*	25	1401	1	61*	-2	-1	0	1	-2
O=C(CSc1nnc(CNc2ccccc2)o1)N1CCN(C(=O)c2ccco2)CC1	96	.	4	1372	1	7	6	2	16	0.8	12
O=C(Nc1cnc2sc3c(n2c1=O)CCCC3)c1ccc(F)cc1	80	.	-16	1479	1.1	28	0	-4	8	0.9	6
CCN(C(=O)/C=C/c1ccc2c(c1)OCO2)c1ccccc1	86	-0.79	-10	1506	1	20	1	11	23	0.8	1
CCC(C(=O)NC1CCCC1)n1c(SCc2cccc(C)c2)nc2ccncc21 (stereo unspecified)	94	0.067	-5	1476	1	6	-1	3	0	1	5
CC(=O)C1=NN(c2ccccc2)C(c2cccs2)N1c1ccc(N(C)C)cc1 (stereo unspecified)	77	.	25	1420	1	33	-1	-2	24	0.8	11
Cc1cc(C)n(-c2nnc(C)n2/N=C/c2cc(Br)ccc2OCc2ccccc2)n1	94	-2.6	-8	1943	1.1	13	3	0	2	1	6
Cc1ccc(-n2c(O)c(/C=N/Nc3ccc(S(=O)(=O)N4CCOCC4)cc3[N+](=O)[O-])c3ccccc3c2=O)c(C)c1	89	-1	7	1776	0.7	16	4	4	-5	1.1	5
CCC1(C)Cc2c(sc3nn[nH]c(=O)c23)CO1 (stereo unspecified)	103	0.00052	2	1350	1	-7	-2	0	3	1	-1
CCCOc1ccccc1-c1nc2c([nH]1)c(=O)[nH]c(=O)n2C	92	.	8	1699	1	14	11	4	2	1	9
COc1ccc(C)cc1-n1nnnc1SCC(=O)Nc1cccnc1Cl	98	-0.3	18	1429	1	0	7	5	6	0.9	4
Cc1ccc(S(=O)(=O)c2nc(NC3CCS(=O)(=O)C3)sc2Cl)cc1 (stereo unspecified)	91	-0.55	5	1472	1	11	-4	5	3	1	12
CCCCN1C(=O)C(NC(C)=O)c2ccccc21 (stereo unspecified)	109	.	-4	1450	1	-7	-14	1	7	0.9	1
CCOP(=O)(O)c1ccccc1OCCOc1ccccc1P(=O)(O)OCC	103	0.55	-2	1386	1.1	2	8	3	7	0.9	2
O=C(Nc1nnc(C2CC2)s1)c1ccc(Cl)c(S(=O)(=O)N2CCc3ccccc3C2)c1	94	-0.37	-2	1584	1	9	4	0	14	0.9	9
CC(C)N(C(=O)CSc1nc2ccccc2n1-c1ccccc1)C(C)C	101	.	0	1672	1.1	3	1	8	-1	1	-1
CC(C)CCn1c(SCCN2CCOCC2)nc2c1c(=O)[nH]c(=O)n2C	101	1.1	-4	1295	1.1	1	0	3	-7	1.1	-5
CCN1CCN(C(=S)c2ccc(SC)cc2)CC1	97	0.016	-1	1382	1	0	2	3	14	0.9	2
CCCC1=C(C(=O)OCC)C(c2ccccc2OC)NC(=O)N1 (stereo unspecified)	90	.	11	1645	1.1	18	7	3	1	1	5
Cc1ccc(NC(=O)c2cccs2)cc1NC(=O)c1ccco1	94	-0.9	5	1434	1	10	4	2	4	1	1
COc1cccc(OC)c1C(=O)Nc1c(C)n(C)n(-c2ccccc2)c1=O	86	0.63	4	1430	1.1	18	-11	-5	-1	1	5
O=C(CN1CCN(c2ccccc2F)CC1)c1ccc2c(c1)OCO2	107	.	-9	1338	1	-6	6	4	11	0.9	4
Cc1ccc(OCC(=O)NC2CC(C)(C)NC(C)(C)C2)cc1C	97	-0.31	-1	1393	1	12	-1	-2	1	1	-6
Cc1ccc(N(C(=O)C2COc3ccccc3O2)C(C(=O)NC2CCCCC2)c2cn(C)nc2C)cc1 (stereo unspecified)	118	-1.7	3	1690	1	-23	5	1	-8	1.1	13
CCNC(=O)CSc1nc2ccccc2c(=O)n1-c1cccc(OC)c1	97	-1.2	4	1726	1	6	9	10	-8	1.1	6
CC(C)(C)c1ccc(S(=O)(=O)NCC(=O)N2CCN(C(=O)c3ccco3)CC2)cc1	101	.	-1	1626	1	0	2	-4	3	1	9

# Bioassay records deposited in PubChem BioAssay by several laboratories.
